EBV LMP1 NFkB = EBV LMP1-driven NF-kappaB luciferase reporter inhibitors, primary screen, cell-based, luminescence, single point. 350,000 tested, 0.69% active. LMP1-induced NF-kappaB luciferase reporter cells. inhibition, % at 12.5 µM; in the data active means inhibition above about 41%;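 further: 0% = neutral control wells and 100% = reference inhibitor control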
LRH-1 inv ag = LRH-1 (NR5A2) inverse agonists, primary screen, cell-based, luminescence, HEK293T, StAR-luciferase reporter; LRH-1 transfected, 24 h; 360,000 tested, 0.13% active; inhibition, % at 3.6 µM; Nuclear receptor subfamily 5 group A member 2 (Homo sapiens), O00482;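 active means inhibition above the mean inhibition of all tested compounds plus 3 SD, cut at about 73% in these data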;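 further: 0% = DMSO wells and 100% = reporter-only cells lacking LRH-1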
Target sequence (O00482 whole entry, looked up): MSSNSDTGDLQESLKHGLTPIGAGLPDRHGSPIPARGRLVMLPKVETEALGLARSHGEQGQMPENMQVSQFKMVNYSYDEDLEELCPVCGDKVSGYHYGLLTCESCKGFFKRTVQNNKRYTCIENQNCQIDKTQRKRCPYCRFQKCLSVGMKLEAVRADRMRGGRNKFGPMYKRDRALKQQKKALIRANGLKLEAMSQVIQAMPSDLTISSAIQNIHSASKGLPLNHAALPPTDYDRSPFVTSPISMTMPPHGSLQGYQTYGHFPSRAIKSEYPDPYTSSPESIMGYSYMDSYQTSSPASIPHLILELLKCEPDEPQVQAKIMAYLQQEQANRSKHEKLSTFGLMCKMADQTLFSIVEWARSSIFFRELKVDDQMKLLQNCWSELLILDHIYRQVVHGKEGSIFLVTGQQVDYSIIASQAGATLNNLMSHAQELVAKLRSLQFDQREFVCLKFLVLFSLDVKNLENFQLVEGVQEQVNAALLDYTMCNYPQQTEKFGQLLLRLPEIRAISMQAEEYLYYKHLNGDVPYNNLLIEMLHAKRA
MC4R antag cAMP = MC4R antagonists of cAMP signaling, primary screen, cell-based, TR-FRET, antagonist arm of biased-ligand search. 360,000 tested, 0.48% active. inhibition, % at 6.5 µM. MC4R-expressing cells, MTII-stimulated cAMP, LANCE TR-FRET. AID 540295, 2011. Melanocortin receptor 4 (Homo sapiens), P32245;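 active means inhibition above its plate's cutoff, the mean of tested wells on that plate plus 3 SD, cut at about 29% in these data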;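 further: 0% = Melanotan II alone and 100% = Melanotan II plus saturating MCL0020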
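Material: human MC4R-expressing U2OS cells. Probe or stimulus: Melanotan II challenge. Dosing: 6.5 µM single dose. Times: 30-min compound, 1-h challenge, 1-h detection, room temperature. Technique: TR-FRET with Eu-cAMP and labeled anti-cAMP, 671 nm. Replication: singlicate.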
TLR9-MyD88 inh = inhibitors of TLR9-MyD88 association in cells, primary screen, cell-based, CHO, BLA complementation, fluorescence; Toll-like receptor 9 (Homo sapiens) + Myeloid differentiation primary response protein …; CCF4 FRET ratio; inhibition, % at 4.98 µM; 340,000 tested, 0.21% active; AID 504734, 2011;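 active means inhibition above the mean over all tested compounds plus 3 SD, cut at about 21% in these data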;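 further: 0% = DMSO only wells and 100% = clavulanate BLA inhibitor control wells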
NCOA1 inh = SRC1 coactivator transcriptional activity inhibitors, primary screen, cell-based, luminescence. inhibition, % at 3.6 µM. 360,000 tested, 0.12% active. AID 588354, 2011. Nuclear receptor coactivator 1 (Homo sapiens), Q15788. HEK293 GAL4-SRC1 luciferase reporter;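 active means inhibition above the campaign mean plus 3 SD, with each screening campaign given its own cutoff, cut at about 60% in these data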;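 further: 0% = DMSO treated cells and 100% = gossypol at 36 µM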
MC4R ag barr = MC4R agonists recruiting beta-arrestin, primary screen, cell-based, luminescence, agonist arm of biased-ligand search; U2OS MC4R beta-arrestin complementation; percent of melanotan II response, DMSO zero; 360,000 tested, 0.98% active; Melanocortin receptor 4 (Homo sapiens), P32245; activation, % at 8.9 µM;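 active means activation above a per-plate cutoff, the mean activation of sample wells on that plate plus 3 SD, cut at about 8% in these data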
NOD2 RIPK2 PPI = NOD2-RIPK2 binding disruptors in cells, primary screen, fluorescence, CHO cells, BLA complementation | inhibition, % at 4.98 µM | 360,000 tested, 0.38% active | Receptor-interacting serine/threonine-protein kinase 2 (Homo sapiens), O43353 | CCF4 ratio; in the data active means inhibition above about 21%;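 further: 0% = vehicle only and 100% = reference blocker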
Target sequence (O43353 whole entry, looked up): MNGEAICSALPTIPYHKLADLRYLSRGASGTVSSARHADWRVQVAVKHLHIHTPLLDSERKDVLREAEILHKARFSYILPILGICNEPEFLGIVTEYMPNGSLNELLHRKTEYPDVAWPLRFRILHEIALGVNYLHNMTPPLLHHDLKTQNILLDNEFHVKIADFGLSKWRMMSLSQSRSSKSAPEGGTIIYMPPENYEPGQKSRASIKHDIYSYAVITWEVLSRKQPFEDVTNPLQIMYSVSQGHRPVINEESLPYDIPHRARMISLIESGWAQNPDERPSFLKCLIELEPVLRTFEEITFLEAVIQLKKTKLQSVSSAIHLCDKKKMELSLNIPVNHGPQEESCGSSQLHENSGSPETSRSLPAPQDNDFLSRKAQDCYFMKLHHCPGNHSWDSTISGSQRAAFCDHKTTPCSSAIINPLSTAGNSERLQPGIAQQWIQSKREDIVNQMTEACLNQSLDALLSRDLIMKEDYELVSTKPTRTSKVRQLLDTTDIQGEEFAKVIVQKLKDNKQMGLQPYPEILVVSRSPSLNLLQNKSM
SRC3 inh = SRC3 coactivator transcriptional activity inhibitors, primary screen, cell-based, luminescence; Nuclear receptor coactivator 3 (Homo sapiens), Q9Y6Q9; HEK293 GAL4-SRC3 luciferase reporter; inhibition, % at 3.6 µM; 360,000 tested, 0.17% active;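 active means inhibition above a per-campaign cutoff, the mean of all compounds plus 3 SD, cut at about 60% in these data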;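 further: 0% = DMSO-treated cells and 100% = gossypol-treated cells at 36 µM; higher means less SRC3-driven luciferase light from the GAL4 reporter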
NCOA2 inhibitor = inhibition of GAL4-SRC2 driven luciferase reporter, primary screen, SRC2 inhibitor project, cell-based, luminescence; Nuclear receptor coactivator 2 (Homo sapiens), Q15596; HEK293 GAL4-SRC2 luciferase reporter; inhibition, % at 9 µM; 370,000 tested, 0.17% active; AID 651957, 2012;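 active means inhibition above the mean inhibition of all tested compounds plus 3 SD, set per campaign, cut at about 52% in these data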;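 further: 0% = DMSO treated cells and 100% = cells given Gossypol at 36 µM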
ABHD5-PLIN5 inh = ABHD5-PLIN5 interaction inhibitors, primary screen, cell lysate, split luciferase complementation, luminescence; AID 602281, 2012; Split G. princeps luciferase complementation, 4 h; Perilipin-5 (Homo sapiens) + 1-acylglycerol-3-phosphate O-acyltransferase ABHD5 (Homo …; inhibition, % at 4 µM; 360,000 tested, 0.78% active;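 active means inhibition above the mean inhibition across every tested compound plus 3 SD, cut at about 22% in these data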;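 further: 0% = DMSO only wells and the 100% control is not disclosed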
NR2F2 inh = NR2F2 transcriptional activity inhibitors, primary screen, cell-based, luciferase reporter, HEK293T, luminescence; COUP transcription factor 2 (Homo sapiens), P24468; HEK293T NGFI-A luciferase reporter; 370,000 tested, 0.7% active; inhibition, % at 8.6 µM; AID 686940, 2013;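 active means inhibition above a per-plate cutoff, mean inhibition of test wells between control levels plus 3 SD, cut at about 38% in these data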;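 further: cells cotransfected with COUP-TFII expression vector driving the NGFI-A reporter; 0% = median of COUP-TF2 test wells and 100% = reporter-only cells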
The depositor's hits bear a star; . = not tested or not shown. This is a subset, so the mix of outcomes need not match the whole.

Start of the data: the first 7 entries, ahead of the listing:
SMILES | EBV LMP1 NFkB | LRH-1 inv ag | MC4R antag cAMP | TLR9-MyD88 inh | NCOA1 inh | MC4R ag barr | NOD2 RIPK2 PPI | SRC3 inh | NCOA2 inhibitor | ABHD5-PLIN5 inh | NR2F2 inh
COc1ccc(NC(=S)NCCc2ccc(F)cc2)c(OC)c1 | -2 | 42 | 16 | -4 | 15 | 1.0 | -8 | -16 | -8 | 3 | 17
CN(C(=O)COC(=O)c1cccc(Cl)c1)C1CCS(=O)(=O)C1 (stereo not given) | -1 | -2 | 6 | 2 | -10 | -1.4 | 5 | -1 | 2 | -5 | 4
Cc1ccc(C(=O)C(C)Oc2cccc(NC(=O)c3ccco3)c2)cc1 (stereo not given) | -5 | -44 | 10 | -8 | 4 | -1.2 | -5 | -2 | -11 | -4 | 0
CCN1CCN(S(=O)(=O)c2ccc(Cl)c(C(=O)N(C)Cc3ccc(F)cc3)c2)CC1 | 0 | 11 | 5 | 1 | -6 | -3.6 | 5 | 20 | 5 | -5 | 5
COc1cccc(C2=CC(=O)C[C@H](c3ccc4c(c3)OCO4)C2)c1 | 48* | 5 | -4 | -2 | -2 | 1.3 | 7 | 1 | . | 0 | .
Cc1ccc2cccc(OCC(=O)N3CCc4ccccc43)c2n1 | -4 | 1 | -2 | -8 | 6 | -2.3 | -11 | 9 | -2 | 0 | 12
COc1ccc(S(=O)(=O)N2CCN(Cc3cccc(OC)c3)CC2)cc1 | 2 | 0 | -1 | 9 | 8 | -1.1 | -1 | 6 | 4 | 0 | 8

This part in full, repeating the preview:
SMILES | EBV LMP1 NFkB | LRH-1 inv ag | MC4R antag cAMP | TLR9-MyD88 inh | NCOA1 inh | MC4R ag barr | NOD2 RIPK2 PPI | SRC3 inh | NCOA2 inhibitor | ABHD5-PLIN5 inh | NR2F2 inh
COc1ccc(NC(=S)NCCc2ccc(F)cc2)c(OC)c1 | -2 | 42 | 16 | -4 | 15 | 1.0 | -8 | -16 | -8 | 3 | 17
CN(C(=O)COC(=O)c1cccc(Cl)c1)C1CCS(=O)(=O)C1 (stereo not given) | -1 | -2 | 6 | 2 | -10 | -1.4 | 5 | -1 | 2 | -5 | 4
Cc1ccc(C(=O)C(C)Oc2cccc(NC(=O)c3ccco3)c2)cc1 (stereo not given) | -5 | -44 | 10 | -8 | 4 | -1.2 | -5 | -2 | -11 | -4 | 0
CCN1CCN(S(=O)(=O)c2ccc(Cl)c(C(=O)N(C)Cc3ccc(F)cc3)c2)CC1 | 0 | 11 | 5 | 1 | -6 | -3.6 | 5 | 20 | 5 | -5 | 5
COc1cccc(C2=CC(=O)C[C@H](c3ccc4c(c3)OCO4)C2)c1 | 48* | 5 | -4 | -2 | -2 | 1.3 | 7 | 1 | . | 0 | .
Cc1ccc2cccc(OCC(=O)N3CCc4ccccc43)c2n1 | -4 | 1 | -2 | -8 | 6 | -2.3 | -11 | 9 | -2 | 0 | 12
COc1ccc(S(=O)(=O)N2CCN(Cc3cccc(OC)c3)CC2)cc1 | 2 | 0 | -1 | 9 | 8 | -1.1 | -1 | 6 | 4 | 0 | 8
Cc1ccc(NC(=O)c2cnn(-c3ccccc3)c2C)c(C)c1 | -12 | -94 | 12 | -7 | -52 | -0.2 | -2 | -100 | -56 | -8 | -16
CCOC(=O)c1ccc(NC(=O)C2(c3ccccc3)CCOCC2)cc1 | -2 | 4 | 10 | 8 | 8 | 2.4 | -1 | 3 | 4 | 5 | 6
COc1ccc(Cl)cc1NC(=O)NCc1ccco1 | 2 | 8 | 11 | -3 | 9 | -3.0 | 4 | 6 | 10 | -4 | -10
O=C(CN1CCc2ccccc21)NC(=O)NCc1ccccc1 | -10 | 5 | 15 | 3 | -12 | -1.0 | -8 | 5 | -5 | -1 | -17
CCCCNC(=O)CS(=O)Cc1nc(-c2ccc(C)cc2)oc1C (stereo not given) | 9 | 4 | 9 | 3 | 0 | -0.6 | 9 | -19 | -1 | -1 | 13
Cc1ccc(CN2CC(C(=O)Nc3cccc(C)n3)CC2=O)cc1 (stereo not given) | 4 | -15 | -7 | -1 | -15 | -1.2 | -6 | 9 | -20 | 0 | 9
COc1ccc(C(C)=O)c(Oc2nc(CN3CCOCC3)nc3scc(-c4cccs4)c23)c1 | 2 | -2 | 14 | -7 | -11 | -0.8 | 3 | -2 | -59 | 6 | -14
COc1ccc(C(=O)CNC2=NCCC2)cc1 | 2 | -3 | -3 | -9 | -9 | -2.1 | -2 | 16 | -8 | -2 | 5
CCCCCCCOc1ccc(C2CC(=O)N(C)C2=O)cc1 (stereo not given) | -4 | -6 | 2 | 0 | 6 | 3.8 | 1 | 8 | 5 | 7 | -4
NNC(=O)COc1ccccc1F | -6 | -12 | 7 | 13 | -11 | -1.2 | -4 | 2 | -16 | 1 | -16
CCOC(=O)c1cc(-c2sc(NC(=O)c3ccccc3)nc2C)n(CCO)n1 | 8 | -4 | 2 | 3 | 4 | 0.2 | 2 | 13 | -2 | -2 | -14
CCOC(=O)C1=CN(c2cccc(F)c2)C=C(C(=O)OCC)C1c1cc(OC)c(O)c([N+](=O)[O-])c1 | -9 | 23 | 19 | 1 | 7 | -1.3 | 2 | -4 | -1 | -1 | 3
Cc1ccc(S(=O)(=O)NCC(=O)OCC(=O)c2ccc(Cl)s2)cc1 | 2 | 31 | 13 | -2 | -1 | -0.1 | 7 | 1 | 10 | 3 | 9
CC1CCC(C(C)C)C(OC(=O)CSc2n[nH]c(=O)[nH]c2=O)C1 (stereo not given) | -12 | 16 | -1 | -4 | 19 | -2.1 | -12 | 14 | 9 | 8 | -2
Cc1cccc(-c2c3c(=O)n(C)c(=O)n(C)c3c3cccnn23)c1 | -14 | 17 | -19 | 4 | -8 | -1.9 | -12 | -18 | -7 | 2 | -3
CCCCc1cc(=O)oc2cc(OCC(=O)N3CCC(C(=O)O)(c4ccccc4)CC3)ccc12 | 2 | -6 | 14 | 5 | -4 | -1.7 | 2 | 25 | 1 | -2 | 0
CC(=O)c1ccc(NC(=O)C(C)N(C)CC(=O)Nc2ccc(Cl)cc2)cc1 (stereo not given) | -1 | 25 | 6 | -6 | -6 | 0.4 | -2 | 24 | 0 | 1 | -6
CCOC1=C2[C@H](c3ccc(C)cc3)N(S(=O)(=O)c3ccc(C)cc3)C[C@H]2n2c(=O)n(-c3ccccc3)c(=O)n2C1 | . | -1 | . | . | -1 | . | 0 | -8 | 13 | -11 | 5
O=S(=O)(c1cccs1)N1CCN(CC(O)COc2cccc(Br)c2)CC1 (stereo not given) | 2 | 30 | -1 | -3 | -26 | -2.3 | 22* | 9 | 11 | 0 | 16
CCC(C)c1c(O)nc(SCC(=O)Nc2ccccc2)[nH]c1=O (stereo not given) | -2 | -25 | -10 | -9 | -5 | 1.7 | -2 | 9 | -5 | -5 | 1
COc1ccccc1NC(=O)CSc1ccc2nnc(-c3cccnc3)n2n1 | -8 | -4 | -14 | 0 | -6 | -0.1 | 1 | 1 | -17 | -3 | 0
COc1ccc(-c2nnc(SCc3cccnc3)o2)cc1 | -18 | -34 | -1 | -2 | -49 | -1.3 | -1 | -22 | -19 | 4 | -55
COc1ncnc2sc3c(c12)CCCC3 | -1 | 0 | 16 | -12 | 5 | 1.2 | -6 | -5 | 1 | 1 | -25
CCOC(CNc1c([N+](=O)[O-])c(=O)n(C)c(=O)n1C)OCC | 7 | 0 | 5 | -4 | -11 | 0.1 | 2 | 13 | -27 | -1 | -6
Cc1cc2ncn(C(=O)N3CCOCC3)c2cc1C | -4 | 4 | 11 | 6 | -1 | -1.2 | 1 | -3 | -4 | 7 | -1
COC(=O)C(C)N(C(=O)c1cccc2ccccc12)c1c(C)cccc1C (stereo not given) | -2 | 2 | 13 | -7 | 17 | 0.8 | 9 | 15 | -10 | -1 | 27
COC(=O)C(O)(CC(=O)Nc1ccc(C)c(F)c1)C(F)(F)F (stereo not given) | -8 | 2 | -3 | -9 | 0 | -1.6 | 1 | 2 | 8 | 0 | -2
CCO/C(C)=C1/SC(=S)NC1=O | -3 | -19 | 9 | 5 | 1 | -1.6 | -1 | 23 | 9 | -6 | -6
COc1ccc(OC)c(S(=O)(=O)N2CCC(C(=O)NCCC3=CCCCC3)CC2)c1 | 7 | -7 | 4 | -3 | -28 | -0.7 | -22 | -9 | -19 | 4 | 8
CC1=C(C(=O)N(C)C)CC(CC(=O)NC2CCCCC2)C(=O)N1Cc1ccc(C(C)(C)C)cc1 (stereo not given) | -7 | -2 | 23 | 0 | -1 | 2.5 | -5 | 4 | -3 | 1 | -20
O=C1c2ccccc2NC(c2ccc([N+](=O)[O-])cc2)N1O (stereo not given) | 1 | 1 | 9 | 6 | 8 | -0.3 | 2 | 13 | 2 | -1 | 2
Cc1ccccc1N=Nc1c(O)[nH]c2ccccc12 | . | -12 | 9 | . | -22 | -1.2 | -7 | -4 | -45 | -12 | -11
Cc1ccccc1NC(=O)CSc1nnc(C)c(=O)[nH]1 | -6 | 17 | 7 | 4 | 8 | 1.9 | -12 | 5 | 11 | 4 | 8
Cc1ccc(C(=O)N/C(=C\c2cccc([N+](=O)[O-])c2)C(=O)Nc2cccc(C(=O)O)c2)cc1 | -1 | 2 | 10 | 2 | 5 | -2.1 | -2 | -10 | -31 | 1 | -10
c1cc2c(cc1NC1CCCCCC1)OCO2 | -2 | 2 | -5 | -16 | 10 | 2.0 | 11 | -28 | -11 | 0 | -18
COc1ccc2cc(CCNC(=O)C(C)(C)C)c(=O)[nH]c2c1 | 0 | 2 | 3 | 4 | -51 | -1.4 | 12 | 2 | 5 | 4 | -31

Screens: PubChem, several laboratories
